# TDP1 block: blocks human tyrosyl-DNA phosphodiesterase 1 | AID 485290 | 350,000 tested, 0.28% active | Potency, µM (titrated, usually from 130 µM), for the others: at the highest dose activity change, negative = inhibition, hits mostly inhibitors | recombinant TDP1, AlphaScreen DNA substrate cleavage | Q9NUW8; also: nearly all actives have a fitted effect of over 40% in size
# Target sequence (Q9NUW8 whole entry, looked up): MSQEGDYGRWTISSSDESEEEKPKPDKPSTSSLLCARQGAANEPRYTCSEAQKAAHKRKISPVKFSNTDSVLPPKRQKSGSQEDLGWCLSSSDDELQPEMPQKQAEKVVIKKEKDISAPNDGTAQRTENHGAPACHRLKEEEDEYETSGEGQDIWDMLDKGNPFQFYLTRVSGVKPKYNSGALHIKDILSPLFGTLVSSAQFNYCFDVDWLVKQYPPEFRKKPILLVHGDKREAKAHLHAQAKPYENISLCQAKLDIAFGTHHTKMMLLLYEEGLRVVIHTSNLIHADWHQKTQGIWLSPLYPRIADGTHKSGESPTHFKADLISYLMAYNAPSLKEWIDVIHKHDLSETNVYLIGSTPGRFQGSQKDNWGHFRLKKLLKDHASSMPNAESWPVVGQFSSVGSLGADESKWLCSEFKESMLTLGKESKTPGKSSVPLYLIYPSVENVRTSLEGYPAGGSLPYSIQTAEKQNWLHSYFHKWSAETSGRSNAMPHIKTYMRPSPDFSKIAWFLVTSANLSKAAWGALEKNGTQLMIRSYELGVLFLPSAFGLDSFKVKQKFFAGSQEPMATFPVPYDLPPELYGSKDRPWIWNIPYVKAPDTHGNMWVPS
#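 Here, a 5' biotin and 3' phosphotyrosine-FITC DNA oligonucleotide reports Tdp1 activity: intact substrate bridges AlphaScreen beads, while cleavage leaves a 3' phosphate and drops signal. All incubations at room temperature.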
# FEN1 inhibitor: inhibitors of human flap endonuclease 1; P39748; Recombinant FEN1 flap cleavage, fluorescence, 15 min; Potency, µM (highest dose often 114 µM), inactives show top-dose activity change, negative = inhibition, usual class: inhibitors; 390,000 tested, 0.35% active; AID 588795; also: nearly all actives have a fitted effect of over 65% in size
# Target sequence (P39748 whole entry, looked up): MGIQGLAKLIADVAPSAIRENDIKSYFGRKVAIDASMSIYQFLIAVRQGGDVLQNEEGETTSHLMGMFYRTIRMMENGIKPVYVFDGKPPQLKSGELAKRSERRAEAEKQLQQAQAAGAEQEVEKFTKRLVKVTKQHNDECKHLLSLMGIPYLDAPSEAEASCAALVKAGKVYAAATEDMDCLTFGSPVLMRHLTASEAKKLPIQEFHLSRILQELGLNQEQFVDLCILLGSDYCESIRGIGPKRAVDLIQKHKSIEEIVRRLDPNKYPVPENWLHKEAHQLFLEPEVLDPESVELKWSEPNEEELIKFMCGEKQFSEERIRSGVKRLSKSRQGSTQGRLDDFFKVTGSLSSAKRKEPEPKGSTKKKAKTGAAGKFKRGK
#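 Nuclease activity of 10 nM FEN1 was measured after 15 min of room-temperature exposure to titrated compounds, by adding 50 nM flap substrate and reading plates at 0 and 15 min.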
# N370S GC: inhibits or activates N370S mutant glucocerebrosidase; P04062; N370S GC spleen homogenate, 4MU-glucoside fluorescence; Potency, µM (doses to about 59.4 µM), without a hit: at the top dose activity change, negative = inhibition, hits mostly inhibitors; 330,000 tested, 0.092% active;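 also: 0% = full enzyme activity and -100% = no enzyme basal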
# * marks the source's active call; other numbers are inactive results; ? = inconclusive; nt = no result given; & = joins results of further samples; [ ] = dose if it differs, or a comment. Calls follow the shape of the dose curve; as a rule, active = well fitted curve in the direction sought with a large enough effect; inconclusive = small, poorly fitted or top-dose-only effect, or another doubt; inactive = no such curve, though single readings can be large; an effect the other way counts as inactive or inconclusive. Unless noted, % is scaled to controls: 0 for no effect and ±100 for the full control effect; potency is read from the fitted curve at half-maximal effect.
SMILES,TDP1 block,FEN1 inhibitor,N370S GC
O=C(CN1CCN(Cc2ccccc2)CC1)N=Nc1c(O)[nH]c2ccccc12,5%,-13%,-2%
CSc1ccccc1NC(=O)CN(C)C(=O)c1cccc(S(=O)(=O)N(C)C)c1,-2%,-1%,15%
O=C(NC1CC1)C1CCN(c2ccc(S(=O)(=O)N3CCOCC3)cc2)CC1,5%,-6%,2%
CC(C)CC(OC(=O)CC1Sc2ccccc2NC1=O)C(=O)NC1CCCC1 (stereo not given),2%,-12%,-24%
COc1cccc(C(=O)Nc2ccc(-c3cc(C(F)(F)F)nn3-c3ccccc3)cc2)c1,-5%,-7%,nt
CCC(=O)N1CCc2cc(S(=O)(=O)NC(C(=O)NCCc3ccc(Cl)cc3)C(C)C)ccc21 (stereo not given),2%,-6%,nt
CC(=O)N1CCN(c2ccc(NC(=S)NC(=O)c3ccc(C)c([N+](=O)[O-])c3)cc2)CC1,nt,0%,-4%
CC1(c2ccc(NC(=O)c3ccccc3F)cc2)CC1(Cl)Cl (stereo not given),nt,4%,?
CCOc1ccc2[nH]c(=O)c(CN(Cc3ccc(F)cc3)C(=O)N3CCCC3)cc2c1,-2%,18%,5%
CCc1ccc2c(Cl)c(C(=O)N/N=C/c3c[nH]c4ccccc34)sc2c1,6%,-22%,7%
Cc1ccc(C(=O)c2coc3ccc(O)cc23)cc1,nt,-2%,4%
c1coc(CNC2C3CC4CC(C3)CC2C4)c1 (stereo not given),-5%,-6%,-2%
Cc1cc(/C=C(\C#N)C(=O)O)c(C)n1-c1ccc(Br)cc1,4%,3%,2%
COc1ccc(OC)c(CNc2ncc(-c3ccc(F)cc3)n2C)c1,nt,-9%,-10%
Cc1cccc(NC(=O)c2ccc(C)c(S(=O)(=O)N3CCCCC3)c2)n1,1%[0.505 µM],-10%,-8%
CC(C)[C@H](CO)Nc1nc(NCc2ccc(S(N)(=O)=O)cc2)c2ncn(C(C)C)c2n1,8%,12%,10%
COCCN(C(=O)Cn1nnc2ccccc21)C(C(=O)NC1CCCC1)c1cc(OC)ccc1OC (stereo not given),9%,30%,14%
COCCN(C(=S)Nc1ccc(OC)cc1)C1CCN(C(C)C)CC1,1%,-3%,4%
CCC(=O)C1=C(O)C(c2cccc(Oc3ccccc3)c2)CCC1=O (stereo not given),-1%,0%,4%
CC(NC(=O)C(=O)Nc1c2c(nn1-c1ccc(F)cc1)CSC2)c1ccccc1 (stereo not given),13%,2%,nt
CC1=C(C(N)=O)C(c2ccccc2F)NC(=O)N1 (stereo not given),5%,1%,5%
Cc1ccc(-n2ncc(C#N)c2/N=C/N2CCOCC2)cc1,5%,0%,-16%
O=C(NC1CCCC1)C(c1ccncc1)N(C(=O)c1csnn1)c1ccccc1 (stereo not given),4%[0.0935 µM],0%,-3%
CC[C@]12c3[nH]c4cc(-c5ccco5)ccc4c3CCN1C(=O)[C@@H](CC(=O)NC/C=C(\C)CCC=C(C)C)C[C@@H]2C(=O)N1CCN(C(=O)C2CC2)CC1,4%[56.1 µM],?,nt
Cc1ccc(C)c(N2CCN(S(=O)(=O)c3ccc4c(c3)NC(=O)CC(=O)N4)CC2)c1,nt,-2%,14µM*
SMILES,TDP1 block,FEN1 inhibitor,N370S GC
Cc1ccc(C2CC(=O)N3CN(c4ccc(Br)cc4)CSC3=C2C#N)o1 (stereo not given),-7%,-7%,3%
COc1ccc(CCNC(=O)C(=O)c2c(C)n(C)c3ccccc23)cc1OC,2%,1%,-8%
CC(=O)c1cccc(NC(=O)CSc2ccc(-c3sc(C)nc3C)nn2)c1,7%,-9%,-3%
CN(C)S(=O)(=O)c1cccc(NC(=O)CNCc2ccccn2)c1,6%,19%,15%
COC(=O)CN(c1ccccc1F)S(=O)(=O)c1ccccc1,1%,6%,4%
O=C(C1CCCN(CCCc2ccccc2)C1)N1CCCCCC1 (stereo not given),-7%,-5%,-11%
O=C(NNc1c(F)c(F)cc(F)c1F)C1CCN(S(=O)(=O)c2ccccc2F)CC1,0%,-15%,nt
CC1CCN(S(=O)(=O)c2ccc3c(c2)oc(=O)n3C)CC1,nt,-3%,-10%
CCOc1ccc(C(=O)c2cn(Cc3ccccc3OC)c3ccc(F)cc3c2=O)cc1,-1%,1%,nt
Cc1nc(C(Cl)(Cl)Cl)nc2[nH]ccc(=O)c12,-1%,4%,25%
C/C(CC(=O)Nc1ccc(OCc2ccccc2)cc1)=N\NC(=O)C(=O)Nc1ccc(C)c(Cl)c1,11%,-3%,-4%
N#CC(C#N)=Cc1ccccc1OCc1ccccc1,-14%,nt,-4%
C=CCn1c(SCc2nc3cc(C(F)(F)F)ccc3c(=O)[nH]2)nc2sc(CC)cc2c1=O,nt,-17%,5%
COc1cccc(NS(=O)(=O)c2ccc3[nH]cc(C(=O)N(C)Cc4ccco4)c(=O)c3c2)c1,-4%,-8%&-13%,-6%
CNC(=O)COC(=O)c1cc(=O)[nH]c2ccccc12,2%,-3%,6%
COc1ccccc1C(=O)NCCC(=O)NC1CCCCCC1,1%,11%,nt
Cc1ccc2oc(C(=O)NCC(c3ccc(Cl)cc3)N3CCOCC3)c(C)c2c1 (stereo not given),4%,2%,nt
CC(C)(C)c1ccc(S(=O)(=O)Nc2cccnc2)cc1,3%,-2%,1%
COc1ccc(-c2cc(C(F)(F)F)nc(SCC(=O)Nc3ccc(O)cc3)n2)cc1OC,-5%,-8%,nt
Cc1cc(-c2nnc(CCC(=O)NCc3cccc(C(F)(F)F)c3)o2)no1,2%,20%,1%
COc1ccccc1N(CC(O)COc1c(C)cc(C)cc1C)S(=O)(=O)c1ccccc1 (stereo not given),3%,-5%,13%
NC(=O)C1CCN(C(=O)Cc2ccc(-c3ccccc3)cc2)CC1,6%[0.0935 µM],1%,-7%
Cn1cnc2ccc([N+](=O)[O-])cc2c1=O,6%,-2%,-1%
CC(=O)c1ccc(NC(=O)c2ccc(-n3cnnc3)cc2)cc1,8%,-2%,nt
O=C(CSc1cn[nH]n1)Nc1ccccc1F,-6%,0%,-6%
SMILES,TDP1 block,FEN1 inhibitor,N370S GC
CC(Cn1nnc2ccccc21)C(=O)O (stereo not given),4%,-2%,8%
CCCn1c(C(C)Nc2nc(-c3cc(Cl)c(N)c(Cl)c3)cs2)nc2cc(Cl)c(N3CCCCC3)cc21 (stereo not given),nt,-18%,-2%
CCc1ccc(S(=O)(=O)c2cn(CC)c3cc(N4CCOCC4)c(F)cc3c2=O)cc1,-2%,20%,nt
Cc1[nH]nc(-c2ccc(O)cc2O)c1Oc1ccccc1,12%,-9%,-31%
Cc1ccc(-n2c(=O)c3c4c(sc3n(Cc3ccccc3C)c2=O)CCC4)cc1C,9%,-2%,nt
CCCSCCCNC(=O)Cn1cc2c(n1)CCC(C)C2 (stereo not given),2%,18%,3%
CCc1c2c(nc3cccc(SC)c13)COC2,6%,nt,-3%
CC1(C)Cc2c(ccc3ccccc23)-c2nnc(-c3cccnc3)n21,4%,-15%,6%
CC(C)(C)C(=O)Nc1ncccc1C(O)c1cccc(C(F)(F)F)c1 (stereo not given),2%,?,-11%
CC1=NCCN1S(=O)(=O)c1cc([N+](=O)[O-])ccc1Cl,1%,21%,0%
COC(=O)c1ccc(C(C(=O)NC2CCCCC2)N(C(=O)Cc2cccs2)C2CC2)cc1 (stereo not given),2%,-7%,nt
COc1ccc(C2CC(=O)c3cnc(NC(=O)c4ccco4)nc3C2)cc1 (stereo not given),5%,4%,5%
O=C(NCc1ccc(F)cc1)c1cccc(NC2=NC3CS(=O)(=O)CC3S2)c1 (stereo not given),nt,-7%,-5%
Cc1nnc(N2CCC(C(=O)NC3CCC(C)CC3)CC2)c2nn(-c3ccc(Cl)cc3)c(C)c12 (stereo not given),-5%&8%,-2%&-5%,-4%
O=C(Nc1ccc(OC(F)(F)F)cc1)C1CCCN(S(=O)(=O)c2cnc[nH]2)C1 (stereo not given),1%,-1%,-12%
COc1cc(NS(=O)(=O)c2ccc3c(c2)oc(=O)n3C)cc(OC)c1OC,2%,-9%,-4%
Cc1c(C(=O)NC(=S)Nc2cccnc2)cccc1[N+](=O)[O-],0%,19%,0%
Oc1ccc2ccccc2c1/C=N/c1nccs1,8%,?,-12%
O=C(/C=C/c1ccc2c(c1)OCCO2)c1ccc(O)cc1,4%,-5%,-4%
COc1ccccc1OCCCc1c(C)n[nH]c1C,-1%,-13%,20%
C=CCn1c(Sc2nnc(C)s2)nc2c1c(=O)[nH]c(=O)n2C,4%,-3%,2%
CC(C)(C)NC(=O)COC(=O)C1c2ccccc2Oc2ccccc21,1%,6%,2%
CC1(c2ccc3c(c2)OCCO3)NC(=O)N(CC(=O)Nc2ccccc2)C1=O (stereo not given),2%,3%,nt
CCOC(=O)c1cccc(NS(=O)(=O)c2c(C)[nH]c(=O)[nH]c2=O)c1,0%,-1%,-1%
O=C(Nc1cnccn1)c1cccs1,0%,4%,2%
SMILES,TDP1 block,FEN1 inhibitor,N370S GC
Cc1cc(=O)[nH]c(N/N=C/c2ccc(-c3ccc(F)cc3)o2)n1,nt,-30%,3%
COc1ccc(OC)c(NC(=O)C2CCCN2C(=O)OCc2ccccc2)c1 (stereo not given),3%,10%,10%
Clc1ccc(-n2nnnc2-c2cnc(-c3ccccn3)nc2-c2cccs2)cc1,6%[56.1 µM],-13%,11%
O=C1C=CCC(/C=C/c2ccccc2)O1 (stereo not given),7%,-4%,4%
COc1ccc(S(=O)(=O)N(CCc2ccccc2)CC(=O)O)cc1,3%,11%,2%[12.8 µM]
CCN(Cc1ccccc1)S(=O)(=O)c1c(C)[nH]c(C)c1C(=O)N1CCCCC1,2%,4%,-1%
Cn1c(=O)c2c3c(sc2n2c(SCC(N)=O)nnc12)CC(C(C)(C)C)CC3 (stereo not given),4%,-16%,-2%
O=C(Nc1ccc(N2CCOCC2)c(Cl)c1)c1ccc(-n2cnnc2)cc1,0%,17%,-6%
COCCCn1c(C(=O)N2CCOCC2)cc2c(=O)n3ccccc3nc21,4%,-14%,?
COc1cccc(N2CC(NC(=O)C3CC3)CC2=O)c1 (stereo not given),-8%,6%,nt
O=C(COC(=O)c1ccc2c(c1)OCCO2)NCc1ccccc1,10%,-2%,-18%
C[C@@H]1COC(=O)[C@H](Cc2ccc(F)cc2)CC/C=C/C[C@@H](CC(=O)N[C@@H](CO)Cc2ccccc2)C(=O)N1,0%,-5%,nt
NNC(=O)CC12CC3CC(C1)CC(n1ncnn1)(C3)C2,3%,16%,0%
Oc1ccc(/C=N/N=C(c2ccccc2)c2ccccc2)c(O)c1O,2%,?,6%
O=C1CCN(Cc2cccnc2)CCN1[C@H](CO)c1ccccc1,nt,6%&-7%,-8%
COc1ccccc1C(CNc1ncccc1[N+](=O)[O-])N(C)C (stereo not given),3%,-13%,-2%
O=C(CC1NCCNC1=O)Nc1ccc(Oc2ccccc2)cc1 (stereo not given),-1%,-15%,-11%
CN(C)CCOCCSc1ccc(Cl)cc1,-4%,-6%,-15%
CCNS(=O)(=O)c1ccc(NC(=O)Nc2cc(C)ccc2OC)cc1,4%,0%,-12%
O=C(O)c1cccnc1Sc1ncnc2sc3c(c12)CCC3,0%,4%,-5%
COc1ccc(S(=O)(=O)NCC2CCCN(C(=O)CC3CCCC3)C2)cc1 (stereo not given),-2%,18%,-3%
COc1cccc(C2C=C(c3ccc(Br)s3)Nc3ncnn32)c1OC (stereo not given),4%,-8%,-3%
Cn1c(=O)c2c(nc(CN3CCN(C(=O)c4ccco4)CC3)n2CC(=O)C(C)(C)C)n(C)c1=O,0%,-13%,-3%

# In the list so far, twelve contain a Cl atom.
SMILES,TDP1 block,FEN1 inhibitor,N370S GC
CCC(=O)N1CCc2cc(S(=O)(=O)NC(C(=O)NCCc3ccc(Cl)cc3)C(C)C)ccc21 (stereo not given),2%,-6%,nt
CC1(c2ccc(NC(=O)c3ccccc3F)cc2)CC1(Cl)Cl (stereo not given),nt,4%,?
CCc1ccc2c(Cl)c(C(=O)N/N=C/c3c[nH]c4ccccc34)sc2c1,6%,-22%,7%
Cc1nc(C(Cl)(Cl)Cl)nc2[nH]ccc(=O)c12,-1%,4%,25%
C/C(CC(=O)Nc1ccc(OCc2ccccc2)cc1)=N\NC(=O)C(=O)Nc1ccc(C)c(Cl)c1,11%,-3%,-4%
Cc1ccc2oc(C(=O)NCC(c3ccc(Cl)cc3)N3CCOCC3)c(C)c2c1 (stereo not given),4%,2%,nt
CCCn1c(C(C)Nc2nc(-c3cc(Cl)c(N)c(Cl)c3)cs2)nc2cc(Cl)c(N3CCCCC3)cc21 (stereo not given),nt,-18%,-2%
CC1=NCCN1S(=O)(=O)c1cc([N+](=O)[O-])ccc1Cl,1%,21%,0%
Cc1nnc(N2CCC(C(=O)NC3CCC(C)CC3)CC2)c2nn(-c3ccc(Cl)cc3)c(C)c12 (stereo not given),-5%&8%,-2%&-5%,-4%
Clc1ccc(-n2nnnc2-c2cnc(-c3ccccn3)nc2-c2cccs2)cc1,6%[56.1 µM],-13%,11%
O=C(Nc1ccc(N2CCOCC2)c(Cl)c1)c1ccc(-n2cnnc2)cc1,0%,17%,-6%
CN(C)CCOCCSc1ccc(Cl)cc1,-4%,-6%,-15%
